Bioassay records as filed in PubChem BioAssay.
JMJD2E inh – qHTS Assay for Inhibitors of Human Jumonji Domain Containing 2E (JMJD2E); Lysine-specific demethylase 4E (Homo sapiens), B2RXH2; JMJD2E catalytic domain, FDH-coupled NADH fluorescence (FDH is formaldehyde dehydrogenase); Potency, µM (doses to about 57.1 µM), without a hit: at the top dose activity change, negative = inhibition, hits mostly inhibitors; actives 1.6% (n = 230,000); AID 2147, 2009; active = well fitted inhibition curve with a large enough effect, not every such curve was filed as active; inconclusive = small, poorly fitted or top-dose-only effect, or another doubt; inactive = no such curve, though single readings can be large or run the other way;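 note: 0% = wells with enzyme and -100% = buffer wells without enzyme; nearly all actives have a fitted effect of over 50% in size; many of its hits are not listed in these tables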
Tau fibril FP – qHTS for Inhibitors of Tau Fibril Formation, Fluorescence Polarization; Microtubule-associated protein tau (Homo sapiens), P10636; K18 P301L tau heparin fibrillization, Alexa594 FP, 6 h; Potency, µM (titrated, usually from 57.7 µM), without a hit: top-dose activity, negative = inhibition, usual class: inhibitors; actives 0.39% (n = 280,000); note: nearly all actives have a fitted effect of over 55% in size
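Steps: dispense K18 P301L tau (15 uM plus 0.24 uM Alexa 594 tracer, final) in pH 7 sodium acetate; add compound; add heparin (20 uM final); incubate 6 hr, 37 C; add ThT (30 uM final); after 1 hr ambient, read FP.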
Tau ThT inhib – qHTS for Inhibitors of Tau Fibril Formation, Thioflavin T Binding; actives 2.1% (n = 270,000); AID 1460, 2008; Microtubule-associated protein tau (Homo sapiens), P10636; Potency, µM (highest dose often 57.4 µM), without a hit: at the highest dose activity, negative = inhibition, actives largely listed as inhibitors; recombinant tau K18 P301L (four-repeat tau fragment), heparin-induced fibrillization, ThT fluorescence; note: nearly all actives have a fitted effect of over 55% in size
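Heparin-induced fibrillization of the P301L-mutant K18 repeat-domain fragment of human tau was followed by ThT binding in quantitative high-throughput format.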
GoLoco inh red – qHTS Assay for Inhibitors of RGS12 GoLoco Motif Activity (Red Fluorophore); Guanine nucleotide-binding protein G(i) subunit alpha-1 (Homo sapiens), P63096; Gai1:RGS12 GoLoco peptide FP, rhodamine, 10 min; Potency, µM (series often up to 61.6 µM), without a hit: top-dose activity, negative = inhibition, most hits filed as inhibitors; actives 0.44% (n = 230,000); AID 880, 2007; active = well fitted inhibition curve with a large enough effect, not every such curve was filed as active; inactive = no such curve, though single readings can be large or run the other way; note: nearly all actives have a fitted effect of over 30% in size; many of its hits are not listed in these tables
Target sequence (P63096 whole entry, looked up): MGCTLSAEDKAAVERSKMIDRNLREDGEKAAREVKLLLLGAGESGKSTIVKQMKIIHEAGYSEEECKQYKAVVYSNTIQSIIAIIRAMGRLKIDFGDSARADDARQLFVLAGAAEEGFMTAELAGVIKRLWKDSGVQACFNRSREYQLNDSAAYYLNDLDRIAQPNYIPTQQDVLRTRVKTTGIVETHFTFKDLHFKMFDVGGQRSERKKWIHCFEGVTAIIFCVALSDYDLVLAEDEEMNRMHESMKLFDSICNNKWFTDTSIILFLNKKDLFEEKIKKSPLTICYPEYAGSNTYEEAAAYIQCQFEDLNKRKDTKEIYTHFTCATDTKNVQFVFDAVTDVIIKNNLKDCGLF
TR SRC2 fluor cs – Total Fluorescence Counterscreen for Inhibitors of the Interaction of Thyroid Hormone Receptor and Steroid Receptor Coregulator 2; TRb/SRC2 Texas Red total fluorescence interference; Potency, µM (doses to about 106 µM), inactives show at the highest dose fluorescence change, negative = quenching; actives 0.29% (n = 280,000); active = well fitted curve in either direction with a large enough effect; inconclusive = small, poorly fitted or top-dose-only effect
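Human TRβ ligand-binding domain (0.6 uM) and Texas Red SRC2 peptide (20 nM) in Tris buffer with 1 uM T3 and 5% DMSO were incubated with pinned compound for 5 hr at ambient temperature. Total fluorescence was computed as S + 2P (555/632 nm).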
RECQ1 inh – qHTS Assay for Inhibitors of RecQ-Like Dna Helicase 1 (RECQ1); ATP-dependent DNA helicase Q1 (Homo sapiens), P46063; RECQ1 DNA unwinding, red fluorescence kinetic read; Potency, µM (top dose mostly 57.3 µM), for the others: at the highest dose activity, negative = inhibition, hits mostly inhibitors; actives 0.54% (n = 240,000); AID 2549, 2010;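 note: plate controls were vehicle for no effect and no enzyme for full effect; nearly all actives have a fitted effect of over 30% in size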
Target sequence (P46063 whole entry, looked up): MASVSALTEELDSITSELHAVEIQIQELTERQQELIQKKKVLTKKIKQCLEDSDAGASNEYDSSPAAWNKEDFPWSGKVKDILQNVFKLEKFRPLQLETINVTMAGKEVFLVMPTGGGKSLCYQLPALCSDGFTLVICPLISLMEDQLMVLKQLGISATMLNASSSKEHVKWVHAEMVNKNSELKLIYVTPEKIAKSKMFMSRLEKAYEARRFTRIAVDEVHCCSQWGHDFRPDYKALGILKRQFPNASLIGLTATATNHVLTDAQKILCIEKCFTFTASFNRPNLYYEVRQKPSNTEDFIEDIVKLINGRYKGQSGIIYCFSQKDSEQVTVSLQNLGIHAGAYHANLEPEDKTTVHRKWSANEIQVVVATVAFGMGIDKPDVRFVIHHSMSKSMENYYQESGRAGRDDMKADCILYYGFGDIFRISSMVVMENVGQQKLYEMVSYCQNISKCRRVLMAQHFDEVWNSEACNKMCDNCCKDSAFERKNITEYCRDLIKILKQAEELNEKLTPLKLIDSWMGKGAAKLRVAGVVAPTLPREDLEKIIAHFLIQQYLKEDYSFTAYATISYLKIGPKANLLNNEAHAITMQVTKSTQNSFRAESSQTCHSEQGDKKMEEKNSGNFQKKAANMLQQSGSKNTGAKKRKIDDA
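RECQ1T1 50 nM; forked duplex (20 bp + 30-nt ss tails) 200 nM, ATP 2 mM final; pH 8.0, 2 mM MgCl2, 2.5 ug/ml poly(dI-dC); 15 min compound preincubation; discontinuous kinetic read over 2 h at RT.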
L3MBTL1 inh – qHTS Assay for the Inhibitors of L3MBTL1; Lethal(3)malignant brain tumor-like protein 1 (Homo sapiens), Q9Y468; AlphaScreen L3MBTL1–H3K9me1 peptide binding; Potency, µM (series often up to 57.1 µM), for inactives: top-dose activity, negative = inhibition, actives largely listed as inhibitors; actives 0.66% (n = 230,000); AID 485360, 2010; note: nearly all actives have a fitted effect of over 60% in size
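L3MBTL1 (50 nM) pre-complexed 30 min with biotinylated H3(1-15)K9me1 peptide (75 nM), then compounds added for 30 min at room temperature; AlphaScreen streptavidin donor/nickel chelate acceptor beads (10 ug/mL final) read after 30 min dark incubation.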
TRb-SRC2 inh – qHTS for Inhibitors of the Interaction of Thyroid Hormone Receptor and Steroid Receptor Coregulator 2. TRbeta-SRC2 peptide binding, fluorescence polarization; receptor liganded with 1 µM T3. Potency, µM (titrated, usually from 106 µM), inactives show at the highest dose activity change, negative = inhibition, most hits filed as inhibitors. actives 0.065% (n = 280,000);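 note: plate controls were bound peptide for no effect and peptide without receptor for full effect; nearly all actives have a fitted effect of over 50% in size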
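Fluorescence polarization of 20 nM Texas Red SRC2 peptide with 0.6 uM human TRb ligand-binding domain, in Tris buffer with 1uM T3 and 5% DMSO. Incubated 5 hr ambient; normalized to unbound and bound controls.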
The depositor's hits bear a star; i = inactive; ? = inconclusive; nt = not tested or not shown; [ ] = another dose, or the depositor's remark. Unless noted, calls come from the whole dose curve; as a rule, active = well fitted curve in the direction sought with a large enough effect; inconclusive = small, poorly fitted or top-dose-only effect, or another doubt; inactive = no such curve, though single readings can be large; an effect the other way counts as inactive or inconclusive. Unless noted, % is set by controls: 0 for no effect and ±100 for the full control effect; potency is the fitted concentration of half-maximal effect. These rows are one share of the data; count on the stated rates, not on these rows.

Molecule	Tau ThT inhib	TRb-SRC2 inh	RECQ1 inh	L3MBTL1 inh	TR SRC2 fluor cs	Tau fibril FP	JMJD2E inh	GoLoco inh red
CC1CCN(CCCNC(=O)c2n[nH]c(=O)c3ccccc23)CC1	-0.8%	13.3%	-5.4%	3.3%	0.5%	-2.5%	1.8%	-3.7%
COc1ccccc1Nc1nc(-c2sc(NC(=O)C(C)(C)C)nc2C)cs1	?	15.0%	i	-6.5%	13.1%	11.6%	-0.2%	21.2%
CCCOc1ccc(N2C(=O)CC(N(CCOC34CC5CC(CC(C5)C3)C4)C(C)=O)C2=O)cc1 (stereo not given)	-14.0%	6.7%	1.7%	9.9%	-3.9%	14.0%	-1.2%	-7.2%
CCNC(=O)Cc1ccc(Br)cc1	-2.6%	-19.0%	i	nt	-0.4%	-7.3%	-7.5%	-3.0%
CCC(=O)N1c2ccccc2CC1C(=O)NCCN1CCN(c2cccc(Cl)c2)CC1 (stereo not given)	-5.8%	-5.4%	nt	nt	-1.6%	1.9%	nt	nt
O=C(NCc1ccccc1)C(=O)NCC(c1ccc2c(c1)OCO2)N1CCOCC1 (stereo not given)	1.9%	3.9%	nt	nt	-6.2%	4.8%	nt	nt
CCn1nnnc1SCC(=O)N1CCOCC1	-3.2%	-3.4%	0.7%	5.3%	-5.2%	-1.7%	-0.7%	1.0%
O=C1NC(=S)S/C1=C1\Sc2ccccc2N1CCCS(=O)(=O)O	?	-1.6%	29.8%	-23.6%	-12.3%	-2.1%	-7.3%	-9.6%
O=C(Nc1ccccc1)NC1(C(=O)NCc2ccco2)CCCCC1	-0.9%	-1.2%	-14.1%	nt	-1.4%	-1.1%	-3.2%	-2.1%
O=C(CCc1ccccc1)Nc1nc2ccc(S(=O)(=O)N3CCOCC3)cc2s1	2.0%	-16.9%	-3.2%	-4.5%	0.0%	-0.6%	-23.7%	3.0%
COc1ccc(-c2nc3c(C#N)c[nH]n3c2NC2CCCC2)c(OC)c1	?	-6.3%	nt	nt	-1.0%	4.0%	nt	nt
O=C(O)COc1ccc(-c2nnn(Cc3ccccc3F)n2)cc1	3.4%	-22.4%	-3.8%	nt	-0.1%	0.9%	?	-6.5%
C/C=N\NC(=O)CNC(=O)CNC(=O)c1ccccc1	3.2%	0.8%	-2.0%	5.9%	-0.7%	3.3%	55.5%[activator]	13.8%
CC(C(N)=O)N1C(=O)C2C3C=CC(C3)C2C1=O (stereo not given)	0.5%	-4.9%	-10.2%	-0.2%	-0.2%	6.8%	6.0%	0.4%
Cc1ccc(N2C(=O)CSC23C(=O)Nc2ccccc23)cc1 (stereo not given)	-5.8%	-4.7%	i	nt	-3.3%	0.9%	8.9%	-2.7%

Quoted from the listing.
Under L3MBTL1 inh, CCn1nnnc1SCC(=O)N1CCOCC1 reads 5.3%
Under JMJD2E inh, CC(C(N)=O)N1C(=O)C2C3C=CC(C3)C2C1=O (stereo not given) reads 6.0%

(listing goes on)
Molecule	Tau ThT inhib	TRb-SRC2 inh	RECQ1 inh	L3MBTL1 inh	TR SRC2 fluor cs	Tau fibril FP	JMJD2E inh	GoLoco inh red
c1cc(-c2sc(-c3ccncc3)c(-c3ccncc3)c2-c2ccncc2)ccn1	?	-2.4%	i	nt	-0.5%	-14.5%	?	1.1%[14.2 µM]
CCCNC(=O)C(=O)NCCC1=CCCCC1	4.4%	2.4%	-5.2%	3.8%	0.7%	0.8%	1.4%	1.5%
COCCn1c(SCC(=O)c2ccc(C)cc2)nc2cc(C(=O)NC3CCCC3)ccc2c1=O	1.9%	4.9%	nt	nt	-0.9%	-4.6%	nt	nt
CCOC(=O)c1sc2nc(C)cc(C)c2c1NC(=O)c1ccco1	-23.6%	-5.9%	i	-4.1%	-4.9%	-1.1%	3.2%	3.4%
NC(=O)c1cccc(C(N)=O)n1	-0.6%	-3.4%	1.2%	8.4%	3.3%	1.0%	9.0%	6.4%
O=C(C1=C(O)C(=O)N(CCOCCO)C1c1ccccn1)c1cccs1 (stereo not given)	nt	-0.8%	7.1%	nt	-0.7%	-1.9%	-13.3%	-4.9%
Oc1c(C(c2ccccn2)N2CCOCC2)ccc2cccnc12 (stereo not given)	-8.8%	8.2%	i	8.91µM*	-7.1%	0.0%	-10.2%	nt
C=CCN1CCN(C(c2ccc(OC)c(OC)c2)c2nnnn2C(C)(C)C)CC1 (stereo not given)	-10.0%	2.3%	-5.0%	-2.1%	1.2%	-9.9%	4.6%	nt
CC(C)(C)C1CCc2c(sc(NC(=O)CSc3ncn[nH]3)c2C#N)C1 (stereo not given)	?	-7.3%	0.4%	-14.6%	-2.3%	?	3.9%	19.3%
Cc1cnc(C(=O)Nc2nccs2)cn1	-1.9%	-21.1%	i	23.7%	1.4%	-9.6%	?	-7.3%
COc1ccc(NC(=O)c2cccs2)cc1O	-14.4%	6.1%	-0.8%	-1.5%	-1.8%	2.7%	8.1%	-6.9%
O=C(CCS(=O)(=O)c1ccc(Br)s1)NCc1ccccc1	5.5%	1.2%	i	nt	0.2%	4.6%	-1.5%	0.0%
Cc1cc(C(F)F)n2nc(C(=O)Nc3sc4c(c3C(N)=O)CCC4)nc2n1	?	11.6%	-13.1%	-0.9%	-0.9%	-2.4%	0.7%	7.7%
NC(=O)c1ccc(OCC(F)(F)F)nc1	4.1%	3.5%	-5.6%	5.9%	-1.1%	-4.4%	-0.1%	-6.0%
O=C(COc1ccc(Cl)cc1)Nc1ncc([N+](=O)[O-])s1	?	-3.4%	-4.0%	-3.9%	-2.8%	-1.3%	-0.6%	5.0%

Among those listed so far, these contain a cyano group:
Molecule	Tau ThT inhib	TRb-SRC2 inh	RECQ1 inh	L3MBTL1 inh	TR SRC2 fluor cs	Tau fibril FP	JMJD2E inh	GoLoco inh red
COc1ccc(-c2nc3c(C#N)c[nH]n3c2NC2CCCC2)c(OC)c1	?	-6.3%	nt	nt	-1.0%	4.0%	nt	nt
CC(C)(C)C1CCc2c(sc(NC(=O)CSc3ncn[nH]3)c2C#N)C1 (stereo not given)	?	-7.3%	0.4%	-14.6%	-2.3%	?	3.9%	19.3%

Further structures.
Molecule	Tau ThT inhib	TRb-SRC2 inh	RECQ1 inh	L3MBTL1 inh	TR SRC2 fluor cs	Tau fibril FP	JMJD2E inh	GoLoco inh red
COc1cccc(C2CC(C(F)(F)F)n3ncc(C(=O)NCc4ccco4)c3N2)c1 (stereo not given)	-4.1%	-20.6%	i	-8.8%[11.4 µM]	0.3%	7.1%	1.2%	13.7%
Cc1cccc(C)c1NC(=O)c1cc2sccc2n1Cc1ccc(F)cc1	7.3%	-2.1%	nt	nt	-0.3%	-0.5%	nt	nt
CCOC(=O)N1CCN(Cc2nc3c(c(=O)n(C)c(=O)n3C)n2CCC(C)C)CC1	-4.6%	-4.7%	-2.3%	nt	-10.1%	0.5%	3.1%	-20.8%
COc1cccc2cc(S(=O)(=O)c3ccc(F)c(C)c3)c(=O)oc12	3.4%	-2.7%	nt	nt	2.0%	-8.9%	nt	nt
CC(=O)NC(Cc1ccc(F)c(F)c1)C(=O)NC1CCN(c2c(Cc3ccccc3)c(C)nc3ncnn23)CC1 (stereo not given)	-10.8%	-0.9%	2.9%	-12.1%	-3.5%	?	-27.6%	11.6%
CCCCC(=O)Nc1cc([N+](=O)[O-])ccc1F	-9.8%	-7.2%	-0.1%	12.8%	0.3%	0.8%	-1.2%	3.1%
CCN(CC)S(=O)(=O)c1ccc(-c2nnc(SCC(=O)Nc3ccc(OC)cc3)o2)cc1	0.8%	-7.2%	-1.5%	30.8%[activator]	-6.0%	-3.9%	5.2%	-0.2%
Cc1ccc(NC(=O)C2(c3ccc([N+](=O)[O-])cc3)CCCC2)cc1	-8.7%	3.1%	-2.9%	-3.8%	-7.1%	-0.4%	-23.6%	nt
CCCC(=O)Nc1ccccc1NC(=O)c1ccc(OCC)cc1	-7.7%	1.5%	25.7%	-2.3%	0.5%	-2.5%	-2.9%	9.5%
Cc1cc(NNC(=O)c2cccc(C(F)(F)F)c2)nc2c1c(C)nn2C	4.6%	-4.7%	-4.3%	0.1%	-4.3%	-0.9%	1.1%	-2.2%
CCOc1ccccc1NC(=O)c1c(NC(=O)CCC(=O)O)sc2c1CCCCC2	?	2.7%	i	-8.7%	1.5%	-1.3%	-0.9%	5.2%
COc1ccccc1CN1C[C@@H]2C[C@@H](c3ccccc3C)N3CCC[C@@]23C1=O	-7.1%	-0.9%	i	-13.2%	1.9%	-2.0%	-2.0%	9.4%
C=CCn1c(SCC(=O)NCc2ccccc2)nnc1-c1ccccc1O	-9.4%	-1.0%	-1.8%	0.6%	-6.4%	-6.4%	-2.5%	8.7%
O=c1cc(NCCO)c2ccccc2o1	-6.1%	2.1%	?	-4.0%	-0.5%	2.1%	1.3%	12.6%
CC(=O)NC1=NC(=O)/C(=C/c2cn(C(C)=O)nc2-c2ccccc2)S1	28.2µM*	15.1%	-3.9%	-4.4%	-0.7%	?	5.6%	91.6%[activator]
O=c1c2ccccc2nc(-c2ccccc2)n1CCCN1CCOCC1	-0.8%	-19.1%	i	nt	0.4%	0.6%	4.8%	13.9%
COc1cc([N+](=O)[O-])c(C(=O)N2CCOCC2)c([N+](=O)[O-])c1	-1.3%	7.2%	-6.2%	10.1%	0.9%	-2.7%	-15.7%	8.3%
O=C(c1ccc2ccccc2c1)C1CCCN(C(=O)CCn2cnnn2)C1 (stereo not given)	-12.1%	-4.6%	-3.4%	-7.3%	-1.5%	-6.6%	?	4.1%
